# Screening results (PubChem)
# BoNT F protease: BoNT F light chain protease inhibition | inhibition, % at 10 µM | 360,000 compounds, 0.22% hits | Multiplex microsphere protease cleavage assay, flow cytometry; in the data active = inhibition above about 35%, passing the limit was not always enough; also: plate controls were buffer without enzyme for full effect and enzyme alone for no effect
# BoNT A protease: blocks Botulinum neurotoxin A light chain protease | 360,000 compounds, 0.17% hits | multiplex microsphere protease substrate cleavage, flow cytometry | inhibition, % at 10 µM; also: plate controls were buffer without enzyme for full effect and enzyme alone for no effect
# Anthrax LF inh2: inhibitors of Bacillus anthracis lethal factor protease. 360,000 compounds, 0.12% hits. inhibition, % at 10 µM. multiplex microsphere protease cleavage assay, LF; also: plate controls were buffer without enzyme for full effect and enzyme alone for no effect
# Target sequence (P15917 whole entry, looked up): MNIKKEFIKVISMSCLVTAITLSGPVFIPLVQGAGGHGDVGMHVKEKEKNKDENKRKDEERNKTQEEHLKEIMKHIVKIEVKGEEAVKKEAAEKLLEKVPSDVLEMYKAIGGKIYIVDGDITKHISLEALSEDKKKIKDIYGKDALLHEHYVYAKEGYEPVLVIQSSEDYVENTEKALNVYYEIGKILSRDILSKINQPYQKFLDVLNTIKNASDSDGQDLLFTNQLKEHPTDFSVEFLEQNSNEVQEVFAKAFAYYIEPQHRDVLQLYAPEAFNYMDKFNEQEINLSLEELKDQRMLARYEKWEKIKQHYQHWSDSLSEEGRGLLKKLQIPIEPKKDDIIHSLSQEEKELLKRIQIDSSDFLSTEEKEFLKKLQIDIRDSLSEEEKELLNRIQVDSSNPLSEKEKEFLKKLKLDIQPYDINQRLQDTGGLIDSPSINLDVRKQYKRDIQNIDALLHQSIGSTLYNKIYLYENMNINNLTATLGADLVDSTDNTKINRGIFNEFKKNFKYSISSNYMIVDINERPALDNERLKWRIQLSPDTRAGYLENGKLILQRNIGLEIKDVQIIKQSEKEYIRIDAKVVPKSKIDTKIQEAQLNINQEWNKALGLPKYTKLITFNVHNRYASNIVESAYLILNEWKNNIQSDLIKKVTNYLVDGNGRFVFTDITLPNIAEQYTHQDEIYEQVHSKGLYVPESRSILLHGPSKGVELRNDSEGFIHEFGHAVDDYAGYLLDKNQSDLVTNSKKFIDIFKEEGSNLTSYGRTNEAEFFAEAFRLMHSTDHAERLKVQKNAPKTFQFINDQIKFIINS
# Numbers without * were called inactive; & = joins results of further samples. Rule as the data show it, unless noted: active = inhibition above about 30%; inconclusive = no clear call, values can overlap the other calls; inactive = below that. Only part of the results is shown (hit frequency here may not be typical).
1	COC(=O)[C@]12CCCCC=C1N(Cc1cccc3ccccc13)C(=O)[C@H](CC(=O)NCc1cccs1)C2
2	COc1ccccc1N1CCN(c2ncnc3n[nH]c(Br)c23)CC1
3	COc1cccc(Cn2cnc(-c3ccccc3OC)c2-c2cc(C)cc(C)c2)c1
4	O=C(O)CN=C(Nc1cc(Cl)cc(Cl)c1)NC(c1ccccc1)c1ccccc1
5	COC(=O)[C@@]1(Cc2ccc(F)cc2)[C@H]2c3cc(C(=O)N(C)C)n(Cc4cc(F)cc5c4OCOC5)c3C[C@H]2CN1C(=O)c1ccccc1
6	CCCCCCn1cc(CN2CC(N3CCN(C)CC3)CS2(=O)=O)nn1 (centres undefined)

compound no.	1	2	3	4	5	6
BoNT F protease	-3	1	-9	-3	5	-2
BoNT A protease	-0.8	0.6	-0.9	-0.6	-0.2	0.4
Anthrax LF inh2	-10	7	5	-8	-4	4

7	COc1ccc(CCN2C(=O)c3ccccc3C2c2nnnn2-c2ccc3c(c2)OCCO3)cc1OC (centres undefined)
8	Cc1ccc(-c2nc3c(Cl)cc(C(F)(F)F)cn3c2Cc2ccccc2C(F)(F)F)cc1
9	Cc1ccc(S(=O)(=O)N2CCC(=O)N([C@H](COCc3ccc(Cl)cc3)C(C)C)CC2)cc1
10	Cc1ccc(-c2nc3cc(C)c(Br)c(C)n3c2CC2CCCCC2)cc1
11	CC(C)C[C@@H](CN1CCCC1CN1C(=S)NC[C@@H]1Cc1ccccc1)N1C[C@H](Cc2ccccc2)N(CCc2ccccc2)C1=S (some centres undefined)
12	CC1(c2nnnn2-c2ccc3c(c2)OCCO3)CCC(=O)N1CCCn1ccnc1 (centres undefined)

compound no.	7	8	9	10	11	12
BoNT F protease	-2	10	-18	2	8	-3
BoNT A protease	-0.2	2.0	-1.0	0.0	1.4	-0.1
Anthrax LF inh2	5	-1	-5	0	-2	0

13	O=C1O[C@@H](c2ccccc2)C[C@@H](O)C(=O)CCCc2ccccc21
14	CC(C)C[C@@H]1COc2cccc(N3CCN(Cc4ccccc4F)CC3)c2S(=O)(=O)N1
15	CCOC(=O)[C@]12CCC=C1N(Cc1cccc3ccccc13)C(=O)[C@H](CC(=O)N1CCOCC1)C2
16	O=C1c2ccccc2C(c2nnnn2Cc2ccccc2)N1CCc1c[nH]c2ccccc12 (centres undefined)
17	O=S1(=O)N[C@H](Cc2ccccc2)COc2cccc(N3CCC[C@H]3CO)c21
18	COC(=O)[C@@]1(Cc2ccc(F)cc2)[C@H]2c3cc(C(=O)N4CCCC4)n(Cc4ccc(S(C)(=O)=O)cc4)c3C[C@H]2CN1C(=O)c1ccccc1

compound no.	13	14	15	16	17	18
BoNT F protease	5	-17	-3	0	-5	-1
BoNT A protease	0.4	-1.2	0.3	-0.3	-0.6	0.1
Anthrax LF inh2	-2	-5	-3	4	-6	-8

19	CCC(c1nnnn1-c1ccc2c(c1)OCCO2)N1CCN(c2ncccc2C(F)(F)F)CC1 (centres undefined)
20	CCCCC[C@H](C)N1C[C@H](COCc2ccccc2)Oc2cc(N3CC[C@@H](O)C3)ccc2S1(=O)=O
21	CCCCCCCCN1C(=O)[C@H](CC(=O)NCc2cccc3ccccc23)C[C@@]2(C(=O)OCC)CCCC=C12
22	COC(=O)C1(C(=O)OC)C/C=C\CCN(S(=O)(=O)c2ccccc2[N+](=O)[O-])CC1
23	CCCCCc1c(CC)ncn1CCc1ccccc1OC
24	C[C@H](NC(=O)[C@@H]1CCCN1C(=O)[C@@H]1CCCN1C(=O)c1ccccc1)c1ccccc1

compound no.	19	20	21	22	23	24
BoNT F protease	-4&-2	11	2	0	-12	-6
BoNT A protease	0.0&-0.1	-0.1	-0.2	0.5	-0.2	-0.3
Anthrax LF inh2	-6&1	-4	-9	2	-8	-4

# A few values from the entries so far:
# BoNT A protease, entry 20 = -0.1
# BoNT F protease, entry 24 = -6

# Record cards (already shown). Order of values: BoNT F protease | BoNT A protease | Anthrax LF inh2
# `COC(=O)C1(C(=O)OC)C/C=C\CCN(S(=O)(=O)c2ccccc2[N+](=O)[O-])CC1` reads 0 | 0.5 | 2
# `C[C@H](NC(=O)[C@@H]1CCCN1C(=O)[C@@H]1CCCN1C(=O)c1ccccc1)c1ccccc1` reads -6 | -0.3 | -4
# `CCCCCCCCN1C(=O)[C@H](CC(=O)NCc2cccc3ccccc23)C[C@@]2(C(=O)OCC)CCCC=C12` reads 2 | -0.2 | -9

# Back to the main list, repeating the three entries before the break.
22	COC(=O)C1(C(=O)OC)C/C=C\CCN(S(=O)(=O)c2ccccc2[N+](=O)[O-])CC1
23	CCCCCc1c(CC)ncn1CCc1ccccc1OC
24	C[C@H](NC(=O)[C@@H]1CCCN1C(=O)[C@@H]1CCCN1C(=O)c1ccccc1)c1ccccc1
25	O=C(NCc1ccccn1)[C@@H]1CCCN1C(=O)[C@@H]1CCCN1C(=O)c1ccccc1
26	CCCC[C@@H]1CNC(=O)C(=O)N1CCc1cccc(F)c1
27	COC(=O)[C@@]1(Cc2ccc(OC)cc2)[C@H]2c3cc(C(=O)N4CCCC4)n(Cc4ccc(C)c(F)c4F)c3C[C@H]2CN1C(=O)c1ccccc1
28	Nc1nc(N)c(N=O)c(Nc2ccc(Cl)c(Cl)c2)n1
29	CCCCc1c(-c2ccc(OC)c(OC)c2)ncn1CCc1ccccc1OC
30	CC1=C(C(=O)N2CCCCCC2)CC(CC(=O)NC2CCCCC2)C(=O)N1Cc1ccc(F)cc1 (centres undefined)
31	CCOc1ccc(CCN2C(=O)C(=O)N([C@@H](Cc3ccccc3)CN3CCC[C@H]3CN3C(=O)C(=O)NC[C@@H]3Cc3ccc(O)cc3)C[C@@H]2Cc2ccc(O)cc2)cc1

compound no.	22	23	24	25	26	27	28	29	30	31
BoNT F protease	0	-12	-6	-4	-4	1	1	-6	1	12
BoNT A protease	0.5	-0.2	-0.3	0.7	1.8	1.1	0.3	-0.4	-0.6	-0.5
Anthrax LF inh2	2	-8	-4	-1	-6	7	-12	-2	-6	-11

# Quoted from above, nos. 3–4
3	COc1cccc(Cn2cnc(-c3ccccc3OC)c2-c2cc(C)cc(C)c2)c1
4	O=C(O)CN=C(Nc1cc(Cl)cc(Cl)c1)NC(c1ccccc1)c1ccccc1

compound no.	3	4
BoNT F protease	-9	-3
BoNT A protease	-0.9	-0.6
Anthrax LF inh2	5	-8
